p53ts 39C tox: qHTS Screen for Compounds that Selectively Target Cancer Cells with p53 Mutations: Cytotoxicity of p53ts Cells at the Nonpermissive Temperature. H1299-p53A138V viability at 39C, ATP luminescence, 24 h. Potency, µM (titrated, usually from 46.1 µM), for the others: at the top dose activity change, negative = cell killing, most hits filed as cytotoxic. 130,000 compounds, 1.5% hits; also: nearly all actives have a fitted effect of over 55% in size
p53ts 32C kill: qHTS Screen for Compounds that Selectively Target Cancer Cells with p53 Mutations: Cytotoxicity of p53ts Cells at the Permissive Temperature; Potency, µM (highest dose often 46.1 µM), inactives show at the top dose activity change, negative = cytotoxicity, hits mostly cytotoxic; AID 924, 2007; H1299-p53A138V at 32C, ATP luminescence viability, 24 h; 130,000 compounds, 0.93% hits;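 also: 0% = DMSO and -100% = full killing by reference compound; nearly all actives have a fitted effect of over 55% in size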
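Cells: H1299 p53ts (A138V), 600/well, pre-incubated 16–30 h at 37C. Cpd up to 46 uM, 24 h, 32C. Readout: ATPlite luminescence, 20 min RT. Normalization: DMSO vs tamoxifen 100 uM. AC50 by Hill equation.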
Peg3 imprint: qHTS Assay for Compounds that Induce Erasure of Genomic Imprints. mouse ES Peg3-LacZ reporter, beta-gal luminescence, 40 h. Potency, µM (doses to about 60.7 µM), for inactives: at the highest dose activity change, positive = activation, most hits filed as activators. 110,000 compounds, 0.02% hits. AID 1948, 2009;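 also: 0% = negative control wells on the plate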
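Imprint erasure is scored as LacZ activity from the silenced maternal Peg3 allele in feeder-free female ES cells cultured 40 h with LIF. Luminescence is normalized to in-plate negative controls and fitted to the Hill equation.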
IkB signaling: IkB Signaling; ABC-DLBCL IkBa-CBG/CBR dual luciferase ratio, 4 h; response scale: scaled: untreated 0%, proteasome inhibitor 100%; Potency, µM (series often up to 57.1 µM), for the others: at the top dose IkBa stabilization activation; AID 445, 2006; 110,000 compounds, 0.04% hits; active = well fitted curve in the direction sought with a large enough effect in the signal ratio, not every such curve was filed as active; inconclusive = small, poorly fitted or top-dose-only effect, or a change in a side signal; the % refers to the signal ratio;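 also: the direction sought is a rising ratio; 0% = basal untreated cells and 100% = reference inhibitor full response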
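Luminescence ratio of IκBα-fused green versus native red beetle luciferase in OCI-Ly3 cells, 4 h post-doxycycline with compound; red signal alone, scaled from basal (0%) to zero light (-100%), flagged nonspecific or cytotoxic effects.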
* hit, by the source's call; u = inconclusive; x = no result given; [ ] = dose if it differs, or a comment. Unless noted, calls follow the shape of the dose curve; as a rule, active = well fitted curve in the direction sought with a large enough effect; inconclusive = small, poorly fitted or top-dose-only effect, or another doubt; inactive = no such curve, though single readings can be large; an effect the other way counts as inactive or inconclusive. Unless noted, % is scaled to controls: 0 for no effect and ±100 for the full control effect; potency is read from the fitted curve at half-maximal effect. This is a random part of the collection. About 1.7% of those tested had a hit in this group.

SMILES | p53ts 39C tox | p53ts 32C kill | Peg3 imprint | IkB signaling
Cc1cc(=O)n(C(C)C(=O)N2CCCc3ccccc32)c2c1c(C)nn2-c1ccccc1 (stereo unspecified) | 3% | 24% | -14%[10.9 µM] | 2.9%
NS(=O)(=O)c1ccc(CCNC(=O)c2ccc3nc(CCc4ccccc4)oc3c2)cc1 | 7% | -10% | -17%[10.9 µM] | -0.4%
CCCc1cc(=O)oc2cc(C)c3c(-c4ccccc4)coc3c12 | -12% | -5% | 13%[10.9 µM] | -2.3%
CCOC(=O)c1c(C)n(C)c2c(C)cc(O)c(OC(=O)CC)c12 | 2% | -1% | -1% | -0.8%
Fc1cccc(-c2nnn3c2nc(NC2CCCCC2)c2ccccc23)c1 | u | -2% | -17%[10.9 µM] | u
O=C(CSc1nnc(-c2ccc(F)cc2)c2ccccc12)Nc1cccc(Cl)c1 | 6% | -1% | x | x
O=C(O)CCCC(=O)N1CCc2cc(S(=O)(=O)NCc3ccccc3)ccc21 | 16% | -2% | -3%[10.9 µM] | -1.5%
Cc1ccc(S(=O)(=O)N2CCCc3cc(NC(=O)c4ccc(C(C)(C)C)cc4)ccc32)cc1 | -6% | 0% | -18%[10.9 µM] | -1.0%
CCCc1[nH]nc2c1C(c1cn[nH]c1-c1ccc(F)cc1)C(C#N)=C(N)O2 (stereo unspecified) | 10% | 15% | -31%[inhibitor] | u
COc1cc(OC)cc(N2C(=O)N(Cc3ccc(C(C)(C)C)cc3)c3ccccc3S2(=O)=O)c1 | 13% | 5% | -10%[10.9 µM] | 1.5%
COCCCNc1nc2c(-c3ccccc3)nnn2c2ccccc12 | -5% | 2% | -7%[10.9 µM] | 2.3%
CCOc1ccc(CNC(=O)c2ccc(NC(=O)N3CCSc4ncccc43)cc2)cc1 | -8% | -1% | -7%[10.9 µM] | 1.4%
CCCCCCCCC | -2% | -18%[1.84 µM] | -2% | 2.1%
COCC(C)N=Cc1c(O)[nH]c2ccccc12 (stereo unspecified) | -1% | 12% | x | x
Cc1ccc(OCCC(=O)OCC(=O)N2c3ccccc3CC2C)cc1 (stereo unspecified) | 0% | 1% | -7% | 2.3%
O=c1c(-c2ccccc2)nc2cnc(Oc3ccccc3)nc2n1Cc1cccs1 | 29% | 2% | x | -2.8%[11.4 µM]
CCn1c(CCNC(=O)c2cccs2)nnc1SCC(=O)Nc1ccc(Cl)cc1 | 5% | -8% | x | x
CCOC(=O)c1ccc(N2C(=O)CC(C(=O)OC)=C2C)cc1 | 3% | -3% | -14% | 5.9%
O=C(Nc1cccc2ccccc12)C1CCN(C(=O)Cc2ccccc2)CC1 | -2% | 9% | x | x
CCC1=C(OC(=O)N(CC)CC)N2C(=O)OC(=NCCOC)[C@]2(Cc2ccccc2)[C@H]2C1=CC[C@H]1C(=O)N(C)C(=O)[C@H]12 | -3% | 1% | -4% | x
Cc1cc(C(F)F)nn1CC(=O)N1CCSCC1 | 4% | -14% | x | x
CC(C)c1ccc(NC(=O)c2cc(S(=O)(=O)NCCC3=CCCCC3)ccc2F)cc1 | u | -19% | -21%[10.9 µM] | u
CC(=O)Nc1cccc(NC(=O)c2cc3c(=O)n4cccc(C)c4nc3n2C)c1 | -2% | 4% | -16%[10.9 µM] | -0.7%
CC(C)(C)c1ccc(C(=O)N2CCC(c3nc4ccccc4o3)CC2)cc1 | -8% | 2% | -3%[10.9 µM] | 1.8%
O=C1OCCN1CCN(CN1C(=O)CCC1=O)CN1C(=O)CCC1=O | -1% | 7% | -3% | 4.5%
CCOc1ccccc1N1CCN(C(=O)Nc2ccc(F)c(Cl)c2)CC1 | -1% | 2% | 7% | u
CSc1cccc(NC(=O)Cn2ncn3c(cc4ccccc43)c2=O)c1 | u | -1% | 9%[10.9 µM] | u
CC1(C)OC2CC3C4CC(F)C5=CC(=O)CC[C@@]5(C)C4C(O)C[C@@]3(C)[C@]2(C(=O)CO)O1 (stereo partly specified) | -23% | 9% | -19% | x
Cc1onc(-c2ccccc2)c1C(=O)Nc1cccc(C#N)c1 | -4% | 8% | -6% | -1.3%
Cc1onc(-c2ccccc2Cl)c1C(=O)Nc1ccc(S(=O)(=O)NCC2CCCO2)cc1 (stereo unspecified) | 5% | 15% | -13% | 2.4%
CN(C)c1ccc(NC(=O)CN2CCN(CC(=O)Nc3ccc(Br)cc3)CC2)cc1 | -34% | -3% | -15%[10.9 µM] | 2.0%
N#Cc1cccc(NC(=O)N2CC[C@@]3(CCCN(C(=O)c4cccc(F)c4)C3)C2)c1 | 2% | 3% | x | -4.8%[11.4 µM]
COC(=O)C1=CN(C(C)C)C=C(C(=O)OC)C1c1cc(Br)c(OC)c(OC)c1 | -18% | 4% | x | x
COc1cc(NC(=O)c2cc3c(=O)n(C)c4ccccc4c3n2C)cc(OC)c1OC | -4% | 1% | -4% | 2.9%
COc1ccc(CNC(=O)CCc2c(C)nn(-c3ccc(N4CCCCC4)nn3)c2C)cc1 | -7% | -11% | -14%[10.9 µM] | u
CN(CC(=O)N1CC(=O)N(CCc2ccccc2)C(=O)C1)S(=O)(=O)c1cccc2nsnc12 | -3% | 6% | -5% | 0.9%

Rewritten with values under each structure: part of the list above
Fields – p53ts 39C tox, p53ts 32C kill, Peg3 imprint, IkB signaling
Cc1cc(=O)n(C(C)C(=O)N2CCCc3ccccc32)c2c1c(C)nn2-c1ccccc1 (stereo unspecified)
  3%, 24%, -14%[10.9 µM], 2.9%
NS(=O)(=O)c1ccc(CCNC(=O)c2ccc3nc(CCc4ccccc4)oc3c2)cc1
  7%, -10%, -17%[10.9 µM], -0.4%
CCCc1cc(=O)oc2cc(C)c3c(-c4ccccc4)coc3c12
  -12%, -5%, 13%[10.9 µM], -2.3%
CCOC(=O)c1c(C)n(C)c2c(C)cc(O)c(OC(=O)CC)c12
  2%, -1%, -1%, -0.8%
Fc1cccc(-c2nnn3c2nc(NC2CCCCC2)c2ccccc23)c1
  u, -2%, -17%[10.9 µM], u
O=C(CSc1nnc(-c2ccc(F)cc2)c2ccccc12)Nc1cccc(Cl)c1
  6%, -1%, x, x
O=C(O)CCCC(=O)N1CCc2cc(S(=O)(=O)NCc3ccccc3)ccc21
  16%, -2%, -3%[10.9 µM], -1.5%
Cc1ccc(S(=O)(=O)N2CCCc3cc(NC(=O)c4ccc(C(C)(C)C)cc4)ccc32)cc1
  -6%, 0%, -18%[10.9 µM], -1.0%
CCCc1[nH]nc2c1C(c1cn[nH]c1-c1ccc(F)cc1)C(C#N)=C(N)O2 (stereo unspecified)
  10%, 15%, -31%[inhibitor], u
COc1cc(OC)cc(N2C(=O)N(Cc3ccc(C(C)(C)C)cc3)c3ccccc3S2(=O)=O)c1
  13%, 5%, -10%[10.9 µM], 1.5%
COCCCNc1nc2c(-c3ccccc3)nnn2c2ccccc12
  -5%, 2%, -7%[10.9 µM], 2.3%
CCOc1ccc(CNC(=O)c2ccc(NC(=O)N3CCSc4ncccc43)cc2)cc1
  -8%, -1%, -7%[10.9 µM], 1.4%
CCCCCCCCC
  -2%, -18%[1.84 µM], -2%, 2.1%

Continued:
SMILES | p53ts 39C tox | p53ts 32C kill | Peg3 imprint | IkB signaling
CCC(C)(C(=O)NC1CCCC1)N(C(=O)CNC(C)=O)c1ccc(C)cc1 (stereo unspecified) | -12% | -1% | -5% | -1.5%
O=C(CC1SCCNC1=O)Nc1cccc(C(F)(F)F)c1 (stereo unspecified) | 4% | -9% | -11% | -4.7%
CCC(CC)C(=O)Nc1cccc(-c2nc3cccnc3s2)c1C | -15% | -22% | -19%[10.9 µM] | 4.4%
COc1cccc(Cn2cc(S(=O)(=O)c3ccc(C)cc3)c(=O)c3cc4c(cc32)OCO4)c1 | -10% | 5% | 15%[10.9 µM] | 0.6%
CCOc1ccc(NC(=O)CSc2nnc(C)n2CCCOC)cc1 | 6% | -7% | 13% | -0.8%
Cc1nc2c(C(=O)N3CCCCC3)cnn2c(C)c1Cc1ccccc1F | -8% | -20% | -26% | 0.2%
Cc1cc2nn(-c3ccccc3)nc2cc1NC(=O)c1cccs1 | u | u | -20% | 2.0%
CCOc1ccc(C(=O)Nc2ccc(S(=O)(=O)Nc3nc(C)cc(C)n3)cc2)cc1OC | -17% | 9% | -11%[10.9 µM] | u
CC1CCCCN1C(=O)Cn1nnc(-c2cccnc2)n1 (stereo unspecified) | 2% | 6% | 2% | -0.3%
Cc1ccc(NC(=O)C2CCN(c3nc4ccccc4nc3C(F)(F)F)CC2)cc1F | -14% | -9% | -13%[10.9 µM] | -0.1%
CCN(CC)CCCn1c(-c2ccccc2)nc2c(NCc3ccccc3)nc(C)nc21 | -8% | -1% | 2% | x
O=C1CC(c2c[nH]c3ccccc23)C(=O)N1 (stereo unspecified) | 5% | 10% | -6% | 0.7%
C[C@@H]1CN(CCCn2c3ccccc3c3ccccc32)C[C@H](C)N1 | 25µM* | 16% | -24% | u
O=C(CN(Cc1ccc2c(c1)OCO2)C(=O)CNC(=O)c1ccco1)NC1CCCCC1 | 8% | 9% | -9% | -0.2%
CCc1nc2ccccc2n1CCCCOc1ccc(Cl)cc1 | -28% | -3% | -6%[10.9 µM] | 0.3%
COc1ccc2oc(-c3ccc(C)c(NC(=O)Cc4ccc(Cl)cc4)c3)nc2c1 | -1% | 0% | -14%[10.9 µM] | u
CC1(C)N=C(/C=N/O)CN1O | -4% | -3% | 3% | 0.7%
CC(=O)Nc1cccc2c1OCCO2 | 7% | 13% | -8% | 0.1%
CC(C)(/C=N/O)/[N+]([O-])=C/c1ccccc1C(F)(F)F | 10% | 6% | -7% | -0.2%
Cc1cc(OCC(=O)c2ccc(F)cc2)ccc1N1C(=O)CCC1=O | u | -26% | -6% | -0.9%
COc1ccc(NC(=O)Cn2c(=O)n(-c3ccccc3)c(=O)c3ccc(C(=O)NCc4ccc5c(c4)OCO5)cc32)cc1 | 27% | u | -4%[10.9 µM] | 6.3%
Cc1ccc(/C=c2\sc3nc(-c4ccccc4Br)nn3c2=O)o1 | -16% | -23% | -10% | -1.4%
COc1ccc(C(=O)Nc2nnc(S(=O)(=O)N3CCOCC3)s2)cc1 | -12% | -15% | 6%[10.9 µM] | -0.3%
C/C(Cl)=C/Cn1c(SCCN2CCOCC2)nc2c1c(=O)[nH]c(=O)n2C | -10% | -3% | -2% | 0.1%
CC(C)Cn1cc(NC(=O)N2CCN(c3cccc(C(F)(F)F)c3)CC2)c2ccccc2c1=O | -9% | -11% | -9%[10.9 µM] | -2.8%
CC(NC(=O)c1cc(-c2ccc(O)cc2)on1)c1ccccc1 (stereo unspecified) | -11% | 0% | -16% | 10%
CCOc1ccc(C2CC(=O)Nc3nc(SCc4ccccc4C)[nH]c(=O)c32)cc1OC (stereo unspecified) | -12% | -14% | -9%[10.9 µM] | 10%
CCOc1ccc(CNC(=O)C2CCN(S(=O)(=O)c3c(C)noc3/C=C/c3ccc(C)cc3)CC2)cc1OC | -5% | 2% | -12%[10.9 µM] | 0.3%
O=C(NCCc1ccccc1)C(c1ccncc1)N(C(=O)c1csnn1)C1CC1 (stereo unspecified) | 0% | -4% | x | x
O=C(c1csnn1)N1CCC2(CC1)CN(C(c1ccccc1)c1ccccc1)C2 | -3% | -4% | x | 0.6%[11.4 µM]
CCCOc1ccc(C(=O)NCc2cccnc2)cc1 | -13% | -8% | -25% | -0.8%
CCOC(=O)c1cccc(NC(=O)c2ncoc2-c2ccco2)c1 | -25% | -13% | -2%[10.9 µM] | -0.7%
CC1Cc2nc(SCC(=O)OCc3ccccc3)n(C)c(=O)c2S1 (stereo unspecified) | 25% | -13% | -12% | -2.0%
CCOC(=O)N1CCN(C(=O)c2ccc3c(=O)n(-c4ccc(OC)cc4)c(=S)[nH]c3c2)CC1 | 0% | 3% | -5% | 0.3%
CC1CCN(c2nc3ccc(C(=O)NCc4ccc(Cl)cc4)cc3s2)CC1 | -7% | 9% | -8%[10.9 µM] | u
Cc1cc(C(=O)N2CCN(CCc3ccccc3)CC2)no1 | 10% | 7% | -10% | -0.4%
